Assay outcomes as filed in PubChem BioAssay.
TRHR ag – TRH receptor (human) agonism; 360,000 compounds, 0.18% hits; TRHR cells, calcium flux fluo-8, FDSS agonist mode; P34981; activation, % at 2 µM; in the data active = activation above about 30%; also: 0% is about no effect
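Agonist-mode FDSS calcium read (Ex 480/Em 530, 1 s cycles) in 1536-well TRHR cells with fluo-8 dye, after 10-cycle baseline and 23 nL compound addition; TRH at EC20 (10 nM final) added afterwards for the enhancer phase.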
D1 potentiator – enhances dopamine response at the human D1 receptor; P21728; AID 504651; 360,000 compounds, 0.036% hits; potentiation, % at 10 µM; HEK293 TREx D1 cells, calcium flux, dopamine EC20 potentiation; in the data active = potentiation above about 30%; also: 0% is about no effect
Target sequence (P21728 whole entry, looked up): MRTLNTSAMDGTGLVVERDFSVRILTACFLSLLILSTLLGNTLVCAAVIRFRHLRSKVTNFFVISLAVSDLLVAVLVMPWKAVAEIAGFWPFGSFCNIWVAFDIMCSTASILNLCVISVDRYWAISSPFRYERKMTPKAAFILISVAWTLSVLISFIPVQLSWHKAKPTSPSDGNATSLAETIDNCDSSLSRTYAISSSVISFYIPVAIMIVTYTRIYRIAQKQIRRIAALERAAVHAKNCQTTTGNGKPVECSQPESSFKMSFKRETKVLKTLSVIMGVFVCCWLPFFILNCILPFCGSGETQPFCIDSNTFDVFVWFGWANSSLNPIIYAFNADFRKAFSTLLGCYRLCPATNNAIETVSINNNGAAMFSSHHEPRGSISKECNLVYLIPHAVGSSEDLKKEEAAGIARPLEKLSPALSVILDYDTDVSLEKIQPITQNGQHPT
D1 agonist – human D1 receptor agonism; P21728; HEK293 T-REx D1 cells, calcium flux, agonist mode; activation, % at 2 µM; 360,000 compounds, 1% hits; in the data active = activation above about 30%; also: 0% is about no effect
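Tetracycline-induced HEK293 TREx D1 cells, force-coupled to calcium signalling, were dye-loaded with a no-wash calcium kit. Compound was pin-added after a 10 s baseline. Fluorescence was read kinetically at 1 cycle/s for 180 s, with calcium rises flagged as agonism.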
D1 antag – antagonists of human D1 dopamine receptor; HEK293 TREx D1 cells, calcium flux, dopamine EC80; stronger effect = lower value; 360,000 compounds, 3.2% hits; activity change, negative = inhibition, % at 10 µM; AID 504652; P21728; in the data active = activity change below about -30%; also: % is scaled to controls: 0 for no effect and ±100 for the full control effect
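Compound effects on dopamine-evoked calcium signalling were measured in tetracycline-induced HEK293 Trex D1 cells. Dopamine at EC80 followed a 180 s compound pre-read, and fluorescence was tracked kinetically for 180 s more.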
Anesthetic bind – candidate novel general anesthetic via apoferritin binding; apoferritin/1-aminoanthracene competitive binding, fluorescence; Potency, µM (doses to about 77.5 µM), inactives show at the highest dose activity change, negative = displacement, actives largely listed as inhibitors; 350,000 compounds, 0.074% hits; AID 485281; also: potency is read from the fitted curve at half-maximal effect; % is scaled to controls: 0 for no effect and ±100 for the full control effect; nearly all actives have a fitted effect of over 20% in size
Target sequence (P02791 2-175 limits assumed): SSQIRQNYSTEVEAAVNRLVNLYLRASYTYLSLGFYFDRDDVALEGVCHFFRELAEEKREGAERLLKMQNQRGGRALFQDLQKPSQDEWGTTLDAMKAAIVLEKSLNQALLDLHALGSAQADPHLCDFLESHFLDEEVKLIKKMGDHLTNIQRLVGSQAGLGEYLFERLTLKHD
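10 uM apoferritin + 50% sat. 1-AMA, PBS; cpd 10 min RT; Ex380/Em535 endpoint; normalized to free probe vs complex; 4-param Hill fit; propofol titration as pos. ctrl.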
TRHR PAM – allosterically enhances the human TRH receptor; AID 493056; 360,000 compounds, 0.66% hits; P34981; enhancement, % at 2 µM; TRHR cells, fluo-8 calcium fluorescence, EC20 TRH enhancement; in the data active = enhancement above about 30%; also: 0% is about no effect
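TRHR-expressing cells loaded with fluo-8 calcium dye were read kinetically (ex 480/em 530) during compound addition, then stimulated with an EC20 of TRH (10 nM final). Enhancement of the Gq-mediated intracellular calcium response was scored.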
D2 PAM – positively modulates the human D2 dopamine receptor allosterically; 340,000 compounds, 0.34% hits; P14416; potentiation, % at 10 µM; HEK293 T-REx D2, calcium flux, EC20 dopamine potentiation;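 active = potentiation over 3 SD above the plate norm, cut at about 30% in these data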; also: 0% is about no effect
Target sequence (P14416 whole entry, looked up): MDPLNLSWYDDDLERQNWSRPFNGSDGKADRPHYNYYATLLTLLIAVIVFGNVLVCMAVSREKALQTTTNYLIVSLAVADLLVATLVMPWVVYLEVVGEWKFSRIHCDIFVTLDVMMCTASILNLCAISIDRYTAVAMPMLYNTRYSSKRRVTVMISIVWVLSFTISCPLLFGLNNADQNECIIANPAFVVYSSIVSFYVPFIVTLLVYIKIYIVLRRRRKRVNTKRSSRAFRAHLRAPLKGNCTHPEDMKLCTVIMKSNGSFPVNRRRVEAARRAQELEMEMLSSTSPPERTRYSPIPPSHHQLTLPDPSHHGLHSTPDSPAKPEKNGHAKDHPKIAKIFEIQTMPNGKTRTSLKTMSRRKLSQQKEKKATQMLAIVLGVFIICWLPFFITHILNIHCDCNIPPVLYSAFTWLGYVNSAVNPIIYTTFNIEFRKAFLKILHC
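Potentiation of an EC20 dopamine calcium response is measured in a force-coupled, tetracycline-inducible Hek293 Trex D2 line. Compound-only kinetic reads over 180 s flag agonists before dopamine addition.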
RXFP1 antagonist – blocks the human relaxin receptor RXFP1. Q9HBX9. HEK293-RXFP1, relaxin-stimulated cAMP HTRF, 30 min; stronger effect = lower value. activity change, negative = inhibition, % at 57.5 µM. 350,000 compounds, 0.59% hits. AID 1259400;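 active = activity change of -60% or lower, but not beyond a set lower limit; inconclusive = change between -60% and -40%, or beyond the set limit; inactive = change above -40%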; also: % is scaled to controls: 0 for no effect and ±100 for the full control effect
RXFP1 ag – activates the human relaxin receptor RXFP1; Potency, µM (titrated, usually from 57.5 µM), without a hit: at the highest dose activation, actives largely listed as activators; 370,000 compounds, 0.3% hits; Q9HBX9; HEK293T-RXFP1 cAMP TR-FRET, 30 min; response scale: percent of porcine relaxin response, buffer zero; also: potency is read from the fitted curve at half-maximal effect; % is scaled to controls: 0 for no effect and ±100 for the full control effect; nearly all actives have a fitted effect of over 60% in size; many of its hits are not listed in these tables
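HEK293 cells stably expressing RXFP1, treated 30 min at 37C with compounds plus PDE4 inhibitor Ro 20174; cAMP measured by HTRF TR-FRET. Normalized to buffer and 29 nM porcine relaxin; EC50 by Hill fit.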
* marks the source's active call; other numbers are inactive results; ? = inconclusive; . = not tested or not shown. Unless noted, calls follow the shape of the dose curve; as a rule, active = well fitted curve in the direction sought with a large enough effect; inconclusive = small, poorly fitted or top-dose-only effect, or another doubt; inactive = no such curve, though single readings can be large; an effect the other way counts as inactive or inconclusive.

SMILES	TRHR ag	D1 potentiator	D1 agonist	D1 antag	Anesthetic bind	TRHR PAM	D2 PAM	RXFP1 antagonist	RXFP1 ag
O=C(O)/C=C/c1cn(-c2ccccc2)nc1-c1ccc2c(c1)OCCO2	0.0	4.1	2.0	-4.5	-6.7%	2.7	4.7	-17.3	-1.2%
COc1ccc(C2=CC3=C(Br)C(=O)C(C)(O)C(=O)C3=CO2)cc1 (centres undefined)	1.0	4.6	7.5	-6.2	-22.3%	-6.7	5.3	.	?
Cc1cc(C)c(NC(=O)COC(=O)/C=C/c2cccs2)c(C)c1	0.5	2.8	-1.5	3.2	1.5%	0.7	-9.2	6.4	4.6%
N#Cc1nc(/C=C/c2ccc(F)cc2)oc1N1CCN(c2ccccc2)CC1	0.6	0.5	-1.0	2.9	8.8%	-4.7	-1.7	.	12.6%
CCOc1cc(C(=O)Nc2ccc(S(=O)(=O)N3CCOCC3)cc2)cc(OCC)c1OCC	1.6	-7.3	4.2	-3.1	-9.2%	2.2	-7.9	8.1	4.3%
CC(C)(C)OC(=O)N1CCC(c2c(C(=O)NCc3ccccn3)cnn2-c2ccc(F)cc2)CC1	-1.9	5.2	8.9	-11.4	-7.7%	0.9	5.9	-8.5	2.0%
Cc1nn(-c2ccccc2)c2c1N(CCCC(=O)NCc1ccc(Cl)cc1)C(=O)CS2	-0.4	-4.2	0.7	-47.6*	-0.2%	2.0	1.0	.	-2.0%
COc1ccc(OCCOC(=O)CNS(=O)(=O)c2ccc(SC)c([N+](=O)[O-])c2)cc1	-0.2	-4.8	1.9	-15.1	.	5.3	-2.8	-13.1	0.4%
O=C(c1cc(Cl)ccc1[N+](=O)[O-])N1CCc2ccccc2C1	-0.8	12.3	1.7	5.3	-0.6%	5.1	-30.8	-1.0	-1.1%
CCOC(=O)C1=C(C)OC(N)=C(C#N)C1c1ccoc1 (centres undefined)	-1.0	-9.7	1.0	-5.2	-11.2%	6.3	-7.3	-4.4	1.0%
COc1ccc(CCNC(=O)C23CCC(C)(C(=O)C2Br)C3(C)C)cc1OC (centres undefined)	-1.4	0.1	0.7	-18.0	34.2%	2.0	19.3	?	-0.9%
CCOC(=O)c1cccc(NC(=O)Cc2ccc(NC(=O)N3CCCCc4ccccc43)cc2)c1	0.5	-4.6	7.5	-0.9	-12.4%	3.0	-4.4	.	-1.1%
CCC(C)NC(=O)CSc1nc2cc3c(cc2c(=O)n1Cc1ccc(C(=O)NCCc2ccc(OC)c(OC)c2)cc1)OCO3 (centres undefined)	-0.7	-3.0	1.7	-2.8	-3.4%	2.0	-11.8	.	5.2%
NS(=O)(=O)c1ccc(CCNC(=O)C(=O)c2cn(CC(=O)N3CCCC3)c3ccccc23)cc1	1.2	0.9	0.6	10.9	-9.0%	0.7	4.4	-2.0	0.8%
CCc1nnc(NC(=O)CN2C(=O)/C(=C/c3cc(OC)c(OC)c(OC)c3)SC2=S)s1	0.0	4.3	2.8	15.6	-2.8%	2.4	30.8*	-13.7	-0.3%
COc1ccc(NC(=O)c2ccc(CN3CCc4ccccc4C3)cc2)c(OC)c1	-0.7	-20.2	0.8	-34.6*	-5.2%	-0.7	-16.2	-3.1	-0.3%
Oc1ccc(/C=N/Nc2ccnc3cc(Cl)ccc23)c(O)c1O	1.2	1.1	2.4	-4.7	-1.2%	6.8	2.1	-37.0	3.6%
CN(C)Cc1ccccc1Sc1cccc2ccccc12	-0.2	-6.8	3.2	7.8	-15.3%	3.4	-10.3	-38.0	1.0%
CN(Cc1nc(-c2cccs2)no1)CC(O)c1ccccc1 (centres undefined)	1.1	2.1	2.5	-3.0	-5.9%	2.4	-0.3	-5.6	-3.4%
CC(=O)c1cccc(NC(=O)C(C)OC(=O)c2ccc(Br)o2)c1 (centres undefined)	-0.1	.	8.0	-2.1	.	3.5	9.4	-2.8	-1.3%
COc1ccc(NC(=O)c2cc(C3CC3)nc3c2c(C)nn3-c2ccc(C)cc2)cc1OC	-1.7	0.3	2.6	0.5	?	17.7	-1.2	-1.7	4.7%
O=Cc1c(NCCc2cccc(F)c2)c2ccccc2[nH]c1=O	-0.2	-2.8	9.6	-8.7	-14.3%	1.2	10.5	-9.2	2.7%
Cc1ccc(-c2onc3ccc(C4(C)OCCO4)cc23)cc1	-0.5	0.5	-3.1	9.0	-8.7%	9.1	.	7.2	-0.7%
COc1ccc(C(=O)Nc2ccnn2C2CCN(CCC(C)c3ccc(C)o3)CC2)cc1 (centres undefined)	-0.1	-2.9	3.4	-18.3	-14.5%	-4.8	-16.1	-11.8	2.6%
COc1ccccc1C(C(=O)NCc1ccc(F)cc1)N(C(=O)c1csnn1)C1CC1 (centres undefined)	3.3	.	2.5	2.2	-4.0%	15.4	3.2	-8.5	-2.4%
COC(=O)c1cc2n(n1)CCN(Cc1ccc(F)cc1)C2=O	-0.5	-6.0	1.6	-9.0	-4.8%	-0.1	7.1	-10.9	-0.3%
Cc1cc(C)n2cc(CSCC(=O)O)nc2n1	1.5	-6.2	0.4	-35.1*	-12.0%	1.2	-6.5	3.0	0.7%
C1CCN=C(Nc2nc3c(s2)CCCC3)CC1	-0.1	1.4	1.9	-0.6	0.6%	-4.6	-22.0	-18.3	0.7%
CC(OC(=O)c1cc(Br)ccc1O)C(=O)NC1(C#N)CCCCC1 (centres undefined)	2.6	-7.0	36.3*	-12.9	.	-1.1	-14.4	1.6	1.0%
Cc1cc(/C=N/NC(=O)c2ccccn2)c(C)n1-c1cccc([N+](=O)[O-])c1	-0.6	-3.0	8.2	-14.2	?	-3.8	-3.8	-16.9	-0.6%

Five compounds already listed, arranged by formula weight, low to high.
SMILES	TRHR ag	D1 potentiator	D1 agonist	D1 antag	Anesthetic bind	TRHR PAM	D2 PAM	RXFP1 antagonist	RXFP1 ag
Cc1cc(C)n2cc(CSCC(=O)O)nc2n1	1.5	-6.2	0.4	-35.1*	-12.0%	1.2	-6.5	3.0	0.7%
Cc1ccc(-c2onc3ccc(C4(C)OCCO4)cc23)cc1	-0.5	0.5	-3.1	9.0	-8.7%	9.1	.	7.2	-0.7%
COC(=O)c1cc2n(n1)CCN(Cc1ccc(F)cc1)C2=O	-0.5	-6.0	1.6	-9.0	-4.8%	-0.1	7.1	-10.9	-0.3%
Oc1ccc(/C=N/Nc2ccnc3cc(Cl)ccc23)c(O)c1O	1.2	1.1	2.4	-4.7	-1.2%	6.8	2.1	-37.0	3.6%
Cc1cc(/C=N/NC(=O)c2ccccn2)c(C)n1-c1cccc([N+](=O)[O-])c1	-0.6	-3.0	8.2	-14.2	?	-3.8	-3.8	-16.9	-0.6%

(cont.)
SMILES	TRHR ag	D1 potentiator	D1 agonist	D1 antag	Anesthetic bind	TRHR PAM	D2 PAM	RXFP1 antagonist	RXFP1 ag
CC(C)(C)NC(=O)c1cc(Cl)ccc1[N+](=O)[O-]	0.6	-7.6	0.0	5.1	-15.1%	-0.4	-3.9	6.8	0.2%
CCOC(=O)Cn1nc(C)c(NC(=O)COc2ccccc2[N+](=O)[O-])c1C	0.1	7.6	2.5	-7.7	-5.7%	0.1	-3.1	-3.5	2.1%
Nc1ccc(S(=O)(=O)NCC(=O)OC2CCOC2=O)cc1[N+](=O)[O-] (centres undefined)	0.5	-0.7	2.8	-12.4	.	0.1	-9.2	-4.7	0.8%
COc1ccc2cc(C(C)c3nc4ccccc4c(=O)n3N)ccc2c1 (centres undefined)	0.3	-0.5	5.9	2.6	2.0%	-1.4	-6.7	-13.6	2.1%
CCCCN(C(=O)c1cccc2c(=O)c(C)c(-c3ccccc3)oc12)c1ccccc1	-1.1	2.8	5.2	17.7	?	-2.8	4.2	-25.3	-0.9%
Cc1cccc2c1cnn2C(=O)Nc1ccc(Br)cc1F	-1.3	-1.9	6.1	-0.5	-17.6%	6.2	6.6	-2.6	7.7%
CCCCn1c(N)c(N(CCC(C)C)C(=O)c2cc(CC)c(C)s2)c(=O)[nH]c1=O	0.2	-1.3	4.1	1.7	.	6.0	-0.9	-11.1	1.0%
COCCN(Cc1ccco1)C(=O)Cn1ncc2c([nH]c3ccccc32)c1=O	0.2	-1.2	-1.1	-14.2	5.9%	-10.8	-2.4	-6.3	-0.9%
C/C(=N\N1C(=O)c2ccccc2C1=O)c1cccc([N+](=O)[O-])c1	-0.2	-3.2	1.8	8.7	-1.5%	7.8	7.4	5.7	6.0%
CC(C)NCCOCCOc1ccc(Cl)cc1Br	0.1	-3.5	9.3	-15.5	0.8%	-0.3	-28.8	.	4.1%
O=C(COC(=O)c1ccc(S(=O)(=O)Nc2ccccc2)cc1)NCCC1=CCCCC1	0.8	-10.3	5.8	-0.7	-16.4%	0.3	-12.1	-6.0	0.3%
CC(OC(=O)c1cccnc1Cl)C(=O)Nc1ccc2c(c1)OCCO2 (centres undefined)	0.9	-6.1	0.2	5.8	-7.7%	2.6	-3.8	-8.3	2.7%
COc1ccc(CNC(=O)C2CCN(S(=O)(=O)c3c(C)n[nH]c3C)CC2)cc1	0.2	-6.9	3.7	-15.9	-8.3%	0.3	-7.5	-1.2	0.1%
C=CCC(CC=C)(CNC(=O)C(=O)Nc1cccc(C(F)(F)F)c1)c1ccccc1	12.1	1.6	30.1*	-0.6	45.0%	2.6	4.5	?	-0.1%
COC(=O)c1ccc2c(c1)C(=O)N(C1CCCCC1)C2=O	0.2	5.4	3.1	-25.0	-12.8%	1.3	4.6	-12.2	-0.3%
COc1ccc(C(=O)Nc2nc(C)cc(C)n2)cc1[N+](=O)[O-]	0.0	0.6	0.9	3.3	-4.0%	-2.3	-0.4	-4.4	7.5%
Cc1cc(NC(=O)CSc2nnc3ccc(-c4ccc(F)cc4)nn23)no1	0.0	-3.6	2.0	5.7	.	13.4	-9.6	-24.0	2.1%
Cc1cc(C(F)(F)F)nn1CC(=O)Nc1ccc(Br)c2cccnc12	-0.3	-3.8	1.2	-23.6	6.2%	-1.6	-1.0	-15.0	0.7%
CCOc1cc(CNn2cn[nH]c2=S)cc(Cl)c1OCc1ccccc1F	-1.4	-4.0	-0.3	-6.5	0.3%	3.4	6.4	-5.7	0.7%
O=C(COc1ccccc1[N+](=O)[O-])N/N=C/c1cccc(OC(=O)c2ccc3c(c2)OCO3)c1	1.9	4.8	14.0	-3.3	9.0%	-3.3	0.8	-8.8	-1.3%
Cc1ccc(S(=O)(=O)n2nc(C)c(S(=O)(=O)N3CCCCCC3)c2C)cc1C	0.3	-1.1	2.9	3.8	-10.9%	4.6	-1.8	.	-0.2%
CCN1C(=O)/C(=C\N(C)C)c2ccccc21	-0.5	-0.3	-1.0	-0.6	4.7%	11.0	6.9	-4.5	-1.8%

The list is partial (hit frequency here may not be typical).
